Compound activity (PubChem BioAssay)
PKA-R1A act – activators of PKA-R1A holoenzyme, primary screen, biochemical, fluorescence polarization, Cy5-IP20, bovine R1A, mouse PKAc. activation, % at 11.4 µM. 340,000 tested, 0.083% active. cAMP-dependent protein kinase type I-alpha regulatory subunit (Bos taurus) + …. PKA-R1A dissociation; scaled: DMSO 0%, 113 µM cGMP 100%;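 active = percent activation above the mean of all tested compounds plus 3 SD, cut at about 19% in these data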;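 also: higher means more PKAc released from R1A so a rise in polarization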
OPRM1-OPRD1 ag – agonists of OPRM1-OPRD1 heterodimerization, primary screen, cell-based, luminescence; Mu-type opioid receptor (Homo sapiens) + Delta-type opioid receptor (Homo sapiens), …; cells; activation, % at 9.3 µM; 340,000 tested, 0.3% active; in the data active = activation above about 18%;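 also: 0% = vehicle-treated cells and 100% = reference agonist; values of inactives mirror those of a sister screen read the other way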
Tat export inh – E. coli Tat export inhibitors, primary screen, MC4100, TorA-mCherry reporter, fluorescence, single point. inhibition, % at 10 µM. 340,000 tested, 0.036% active;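 active = mean replicate inhibition at least 50% and at least half of replicates individually reaching 50%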;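 also: exported cargo escapes ClpAP degradation while cytoplasmic cargo is degraded and loses fluorescence; 0% = median of neutral control wells and 100% = median of NaSCN control wells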
MOR-DOR inv ag – inverse agonists of MOR-DOR heterodimerization, primary screen, cell-based, luminescence; Mu-type opioid receptor (Homo sapiens) + Delta-type opioid receptor (Homo sapiens), …; cell-based MOR-DOR heterodimer luminescence, inverse agonism; inhibition, % at 9.3 µM; 340,000 tested, 0.21% active; AID 504357, 2011; in the data active = inhibition above about 22%, passing the limit was not always enough;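 also: 0% = cells with DMSO and 100% = wells without cells with DMSO; values of inactives mirror those of a sister screen read the other way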
HTR5A inv ctr – HTR5A inverse agonists in luminescence cell assay, primary screen, counter-screen for OPRM1-OPRD1 heterodimer inverse agonist project, full-deck HTS | HTR5A cell line, inverse agonism | 5-hydroxytryptamine receptor 5A (Homo sapiens), P47898 | inhibition, % at 9.3 µM | 340,000 tested, 0.083% active | AID 504634, 2011; in the data active = inhibition mostly above about 23%, no sharp cut-off; inactive = mostly below about 18%;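 also: 0% = cells with DMSO and 100% = no-cell wells with DMSO; some compounds called inactive have numbers as strong as hits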
Target sequence (P47898 whole entry, looked up): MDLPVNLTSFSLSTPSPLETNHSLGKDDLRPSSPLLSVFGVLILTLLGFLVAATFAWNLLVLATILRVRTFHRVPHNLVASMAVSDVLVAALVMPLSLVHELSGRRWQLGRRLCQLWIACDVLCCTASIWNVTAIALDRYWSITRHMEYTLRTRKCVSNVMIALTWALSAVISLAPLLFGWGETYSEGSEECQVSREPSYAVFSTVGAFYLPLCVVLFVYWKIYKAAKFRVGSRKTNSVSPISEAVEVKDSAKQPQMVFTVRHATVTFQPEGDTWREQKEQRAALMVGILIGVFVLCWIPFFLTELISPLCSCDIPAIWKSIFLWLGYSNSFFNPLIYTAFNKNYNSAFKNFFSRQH
AddAB inh – growth inhibition of E. coli expressing H. pylori AddAB, primary screen, AddAB inhibitor project, absorbance; inhibition, % at 11.9 µM; 330,000 tested, 0.29% active; in the data active = inhibition above about 12%;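 also: 0% = vehicle wells of infected cells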
PKA-R2B activ – activators of PKA-R2B holoenzyme, primary screen, biochemical, fluorescence polarization, Cy5-IP20, human; activation, % at 11.4 µM; 340,000 tested, 0.079% active; cAMP-dependent protein kinase catalytic subunit beta (Homo sapiens) + cAMP-dependent …; PKA-R2B holoenzyme dissociation; R2B truncated from residue 108, S112A mutant; 0% DMSO only, 100% 113 µM cGMP;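 active = activation above a cutoff set at the mean over all compounds plus 3 SD, cut at about 18% in these data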;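 also: higher means more holoenzyme dissociation and a rise in polarization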
Target sequence (P31323 whole entry, looked up, other chains not shown, the tested form may be a part): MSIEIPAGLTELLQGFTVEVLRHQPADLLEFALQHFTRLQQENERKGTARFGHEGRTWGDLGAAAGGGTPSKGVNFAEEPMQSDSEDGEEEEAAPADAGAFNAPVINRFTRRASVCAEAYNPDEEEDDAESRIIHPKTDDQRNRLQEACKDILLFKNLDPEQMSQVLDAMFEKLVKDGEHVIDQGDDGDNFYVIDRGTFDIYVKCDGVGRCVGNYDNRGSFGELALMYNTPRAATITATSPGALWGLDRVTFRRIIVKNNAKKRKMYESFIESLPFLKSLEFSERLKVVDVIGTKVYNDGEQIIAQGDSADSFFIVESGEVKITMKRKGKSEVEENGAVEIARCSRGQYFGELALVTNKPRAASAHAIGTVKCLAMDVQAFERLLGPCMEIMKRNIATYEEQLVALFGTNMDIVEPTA
PfHsp90 set2 – growth inhibition of PfHsp90-expressing yeast, primary screen, antimalarial PfHsp90 inhibitor project, S. cerevisiae, BacTiter-Glo luminescence, single point, set 2. BacTiter-Glo ATP, 48 h; yeast lacking PDR1 and PDR3 efflux regulators. inhibition, % at 9.4 µM. 310,000 tested, 0.32% active;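 active = every replicate shows inhibition above about 80%, whatever the replicate mean, limit read from the data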;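 also: 0% = DMSO neutral controls and 100% = 20 µM radicicol positive controls; yeast relying on Plasmodium falciparum Hsp90 in place of its own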
Ecoli viability – E. coli V3065 growth inhibition, primary screen, counter-screen for AddAB inhibitor project, absorbance, OD600; AID 449728, 2010; 18 h; 330,000 tested, 0.27% active; inhibition, % at 11.9 µM;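 active = inhibition above the campaign's mean inhibition across all tested compounds plus 3 SD, cut at about 9.9% in these data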;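 also: uninfected addAB+ strain grown without phage in ampicillin broth; 0% = DMSO wells and 100% = ciprofloxacin 0.95 µg/ml wells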
Mot1-301 SUMO – yeast Mot1-301 growth rescue at high temperature, primary screen, SUMOylation pathway inhibitor project, S. cerevisiae, ATP luminescence, 38.5C; S. cerevisiae Mot1-301 growth rescue; percent above DMSO median, 100 means doubled; growth rescue, % at 18.8 µM; 320,000 tested, 1% active;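 active = every valid replicate shows activation above 250% relative to neutral control wells; inactive = the rest, any valid replicate at or below 250%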;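 also: OY570 slx delta 5 strain wells were the positive control but not used for scaling; some compounds called inactive have numbers as strong as hits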
phage Ecoli inh – growth loss of phage-infected E. coli, primary screen, RecBCD inhibitor project, absorbance, with phage, HTS; inhibition, % at 11.9 µM; 360,000 tested, 0.26% active; AID 651602, 2012; in the data active = inhibition above about 11%
* marks the source's active call; other numbers are inactive results; x = not tested or not shown.

No. | molecule | AddAB inh | Tat export inh | OPRM1-OPRD1 ag | PfHsp90 set2 | PKA-R2B activ | phage Ecoli inh | Ecoli viability | MOR-DOR inv ag | Mot1-301 SUMO | HTR5A inv ctr | PKA-R1A act
1 | CN1CCN(C(=O)c2ccc(C3SCC(=O)N3Cc3ccco3)cc2)CC1 (stereo not drawn) | 0.1 | 1 | 0.2 | 2 | -9 | 3.8 | -3.3 | -1 | -3 | -2 | -2
2 | CS(=O)(=O)Nc1ccc(C2=NN(S(C)(=O)=O)C(c3ccccc3)C2)cc1 (stereo not drawn) | 0.3 | -3 | -4.2 | 16 | -1 | 2.9 | 0.9 | 23 | 10 | 5 | -10
3 | O=C(COc1ccccc1)NCCc1cn2ccsc2n1 | 2.2 | 0 | -2.2 | 21 | 1 | 3.6 | -1.3 | 13 | 22 | 0 | 1
4 | COC(=O)c1cn(Cc2ccccn2)c(=O)c2ccccc12 | 1.9 | 7 | -2.9 | 10 | -1 | 5.6 | 0.4 | 14 | -11 | -7 | -4
5 | CCN1C(=O)N/C(=C/c2ccc(Sc3ccc(C)cc3)o2)C1=O | 4.2 | -4 | 10 | -40 | -8 | 4.8 | -0.5 | -56 | -3 | 16 | -9
6 | COCc1cc(C)nc(OCC(=O)N/N=C/c2cccc(OC)c2)c1C#N | 1.1 | 3 | -1.5 | 1 | -4 | 4.8 | 0.1 | 9 | x | 9 | 2
7 | Cn1c(=O)c2c(nc(N3CCCCCC3)n2CC(O)COc2ccccc2)n(C)c1=O (stereo not drawn) | 2.7 | -5 | -1.4 | -14 | -16 | 1.3 | -1.1 | 8 | 65 | -10 | 2
8 | COc1cc(C(=S)N2CCN(C)CC2)ccc1OCC(=O)NCc1ccccc1 | 2.3 | -9 | x | -18 | x | 2.5 | -0.8 | x | 81 | x | x
9 | COc1cccc(CNC(=O)c2cc(S(=O)(=O)N3CCCC3)cn2C)c1 | 1.0 | 9 | -0.6 | -11 | -6 | 1.9 | 0.8 | 3 | -5 | 15 | -1
10 | O=C(c1ccc(Br)cc1)N1CCN(Cc2ccccc2)CC1 | -0.2 | 0 | 0.6 | 10 | -2 | 1.3 | 1.3 | -3 | 19 | -3 | -4
11 | CC(=O)Nc1ccccc1-c1nc2ccccc2nc1OCC(=O)c1ccc(Cl)cc1 | 0.3 | -8 | -3.2 | 1 | 4 | 3.4 | -2.2 | 20 | -6 | 14 | 3
12 | CC(C)C(=O)Nc1cccc(N2CCN(CCCN3C(=O)C4CCCCN4C3=O)CC2)c1 (stereo not drawn) | x | 0 | -1.4 | 15 | 10 | 3.5 | x | 7 | x | 5 | -4
13 | NS(=O)(=O)c1ccc(NC(=O)COC(=O)CCCN2C(=O)c3cccc4cccc(c34)C2=O)cc1 | -2.9 | -3 | -1.7 | -6 | -3 | 3.4 | -4.2 | 8 | 3 | 8 | 12
14 | CCOC(=O)N1CCN(Cc2cc(=O)oc3cc4c(cc23)CCC4)CC1 | 3.5 | 0 | -3.8 | -9 | 4 | 1.2 | -1.4 | 20 | 10 | -17 | 4
15 | COCCN(CC(=O)NC1CCCCC1)C(=O)CCCC(=O)Nc1ccccn1 | -0.4 | -4 | -3.1 | 2 | -9 | 4.1 | -1.5 | 16 | -9 | 13 | 10
16 | CC(NC(=O)C(=O)N1CCOCC1)C(c1cccs1)N1CCN(c2ccccc2)CC1 (stereo not drawn) | 2.2 | 4 | -3.5 | 12 | -1 | 1.5 | -3.1 | 18 | 6 | 13 | -4
17 | O=C(Nc1ccc2c(c1)OCO2)Nc1ccc2c(c1)OCO2 | 0.6 | -11 | 1.7 | 6 | -14 | 4.2 | 2.1 | -13 | 16 | 8 | -9
18 | Cc1ccc(-c2cc3nc(-c4ccccc4)cc(N)n3n2)cc1 | -1.3 | -1 | 2.8 | 12 | 1 | -0.6 | -4.2 | -14 | -4 | 7 | -1
19 | CCc1ccc(C2CC(c3ccc(C)cc3)Nc3nc(N)nn32)cc1 (stereo not drawn) | 4.1 | 1 | -1.8 | -7 | 2 | 1.7 | -0.9 | 9 | 15 | -6 | -5
20 | N#Cc1c(Nc2ccccc2)[n+]([O-])c2ccc(Cl)cc2[n+]1[O-] | x | -4 | 11 | -157 | 13 | 13* | x | -55 | x | -6 | 1
21 | Cc1cc(-c2ccccc2)nc(N/N=C/c2ccco2)n1 | -1.4 | -1 | -3.3 | x | -10 | 1.5 | -2.9 | 18 | -6 | 12 | -8
22 | CCOC(=O)c1c(C)c(C(=O)NCCN2CCOCC2)c(C)n1CC | 1.2 | 9 | -0.3 | x | -6 | 4.2 | -0.5 | 2 | -5 | -14 | -1
23 | CC(C)C(NC(=O)OCc1ccccc1)C(=O)NC1CCCCC1 (stereo not drawn) | 1.5 | -5 | 1.5 | -3 | 8 | 0.3 | 2.9 | -9 | -1 | 14 | 4
24 | O=C(Cc1cccc(C(F)(F)F)c1)N1CCCC1 | 3.1 | 26 | -0.8 | -4 | 9 | 2.6 | 0.4 | 6 | 4 | 14 | 4
25 | CC(C)(C)c1ccc(C(=O)N/C(=C/c2cccs2)C(=O)NCc2ccco2)cc1 | 1.5 | 5 | -0.7 | -25 | -4 | 4.0 | -2.9 | 4 | 421 | 2 | -12
26 | C=CCN1C=CC(=CC=C(C#N)C#N)C=C1 | 1.6 | 1 | -1.7 | -10 | -10 | 1.9 | 1.3 | 9 | -7 | 4 | 3
27 | Cc1ccc(NC(=O)O/N=C/c2cccc([N+](=O)[O-])c2)cc1 | 5.4 | -9 | -2.2 | -2 | -8 | 2.5 | -0.7 | 12 | -24 | -15 | 8
28 | CC(C)Oc1ccc(S(=O)(=O)N2CCOCC2)cc1NC(=O)CN1C(=O)NC2(CCCC2)C1=O | 3.2 | -3 | -0.5 | 0 | 0 | -1.4 | 2.6 | 4 | -15 | -8 | -13
29 | COc1cccc(C(=O)N(Cc2ccc(N(C)C)cc2)C2CCS(=O)(=O)C2)c1 (stereo not drawn) | -0.7 | -8 | -1.8 | -7 | -2 | 4.3 | 0.4 | 10 | -24 | -13 | -6
30 | O=C(NN1CCOCC1)c1cccc(COc2cccc(Br)c2)c1 | 1.0 | -2 | -0.9 | 6 | 9 | 3.2 | -1.8 | 5 | 20 | -11 | -5
31 | CCCCCCCOc1ccc(OC(=O)c2cccnc2)cc1 | -0.1 | -4 | 0.2 | 1 | -15 | 0.4 | -0.7 | -1 | 49 | -11 | -7
32 | CCn1c(=O)n(CC)c2cc(N3CCCC3)c(NC(=O)c3ccccc3F)cc21 | 0.8 | 2 | -2.1 | 2 | 8 | 2.4 | -2.0 | 11 | 23 | 12 | -4
33 | O=C(CN1C(=O)CSC1=O)Nc1ccc(C(=O)O)cc1 | -1.4 | 8 | -1.4 | -3 | 3 | 3.0 | 0.1 | 7 | 120 | 13 | -1
34 | CCOC(=O)N1CCN(C(=O)CSc2ccc(-c3cccc(OC)c3)nn2)CC1 | -0.1 | -11 | -1.4 | -8 | -1 | 2.5 | -0.8 | 6 | x | -11 | 5
35 | Cc1cc(C(=O)NCc2ccc(S(N)(=O)=O)cc2)ccc1[N+](=O)[O-] | 4.3 | 3 | -1.4 | -21 | -11 | 0.7 | -1.0 | 6 | 105 | 9 | 3
36 | CC(=O)c1ccc(N2CCN(C(=O)c3ccccc3SCC(=O)NCc3ccco3)CC2)c(F)c1 | x | -3 | -1.8 | 19 | 5 | 1.2 | x | 7 | x | 7 | -14
37 | Cc1nc(-c2ccccn2)sc1C(=O)O | 3.2 | -4 | -1.6 | -15 | -9 | 1.7 | -0.8 | 8 | -20 | -2 | -7
38 | COCCn1c(=O)[nH]c2cc(C(=O)NCCN3CCN(c4ccccc4F)CC3)ccc2c1=O | 0.6 | -2 | -1.3 | 4 | -5 | 1.8 | -1.3 | 8 | 4 | 7 | -22
39 | CC(C)(O)C#Cc1ccc(CN2CCC(n3nccc3NC(=O)C3CC3)CC2)cc1 | 1.4 | 2 | -2.4 | 6 | 1 | 3.3 | 1.3 | 12 | 14 | -21 | 4
40 | Cc1[nH]n(-c2cccc(Cl)c2)c(=O)c1/C=N/n1c(C)nc2ccccc2c1=O | 1.7 | 2 | -0.3 | -25 | 10 | 2.2 | -0.3 | 2 | -22 | -2 | -10
41 | Cc1onc(-c2c(F)cccc2Cl)c1C(=O)Nc1nc2ccccc2[nH]1 | -2.5 | -3 | 1.4 | 11 | -12 | 0.4 | -2.3 | -8 | 22 | 7 | 0
42 | Cc1ccc(OCC(=O)NNC(=O)C(C)Sc2ncnc3sc(C)c(C)c23)cc1 (stereo not drawn) | 2.1 | -4 | 0.0 | 9 | 5 | 2.8 | -0.9 | 0 | 2 | -1 | -3
43 | N#CC1=C2SCN(Cc3ccco3)CN2C(=O)CC1c1ccccc1F (stereo not drawn) | -1.4 | -1 | -1.7 | x | -1 | x | 0.1 | 8 | 27 | -11 | 3
44 | COc1cccc(-c2csc(N3CCN(C(=S)Nc4ccccc4C)CC3)n2)c1 | -0.5 | 4 | 1.9 | -23 | -3 | 1.4 | 1.4 | -9 | 5 | 17 | -5
45 | O=C(CNC(=O)N1CC(=O)Nc2ccccc21)NCCc1c[nH]c2ccccc12 | -0.3 | -10 | -1.9 | 7 | 1 | 1.9 | -4.5 | 11 | -2 | -39 | -12
46 | CC(C)(C)NCc1cc(Br)ccc1OC1CCCC1 | 4.6 | -5 | -2.2 | -19 | -5 | 4.0 | 0.5 | 10 | -16 | 7 | -10
47 | O=C(COc1ccc(Br)cc1)NCCCN1CCCC1=O | 1.1 | -10 | -2.1 | 1 | 0 | 3.2 | -1.1 | 8 | x | -4 | -2
48 | O=C(CCNC(=O)c1ccccc1Cl)Nc1ccc(S(=O)(=O)Nc2nccs2)cc1 | -0.4 | -15 | -4.2 | 7 | -13 | 3.5 | 0.6 | 21 | -6 | -10 | 0
49 | O=C(Nc1ccc2[nH]ccc2c1)c1ccc(F)cc1 | -0.7 | 5 | 0.0 | 12 | 8 | 3.1 | 0.0 | 0 | -16 | -10 | -8
50 | COC(=O)CSc1ncnc2c1cnn2Cc1ccccc1 | 2.0 | 1 | -1.6 | 2 | 2 | 0.9 | -1.2 | 9 | 144 | -1 | -4
